ATXN viability: viability counter-screen for ATXN expression inhibitors. S2 cells (HEK-293 line with an ATXN2-luciferase reporter) viability, CellTiter-Fluor protease fluorescence, 24 h. Potency, µM (series often up to 56.7 µM), usual class: cytotoxic. hit rate 0.49% among 400,000. AID 651635; note: potency is the fitted concentration of half-maximal effect; nearly all actives have a fitted effect of over 40% in size
pAkt inh: Akt phosphorylation inhibition; Neuro2A IGF-stimulated pAkt S473 HTRF, 20 min; active compounds read low; activity change, % for hits at 50 µM; hit rate 0.32% among 360,000; AID 651550; in the data active = activity change below about -80%; inconclusive = mostly about -51% to -80%; note: % is set by controls: 0 for no effect and ±100 for the full control effect
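Neuro2A cells (4,500/well, DMEM with 0.5% FBS) were treated with compound at a single 50 µM final concentration, stimulated with 6 nM IGF for 20 min at 37 °C, and lysed. Phospho-Akt Ser473 was read by HTRF as 665/615 ratio ×10^4.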
MmCpn inh: M. maripaludis TRiC chaperonin inhibition; Potency, µM (highest dose often 76.9 µM), for inactives: top-dose activity, negative = inhibition, usual class: inhibitors; hit rate 0.031% among 330,000; purified Mm-Cpn ATPase, ADP Transcreener TR-FRET; note: potency is the fitted concentration of half-maximal effect; % is set by controls: 0 for no effect and ±100 for the full control effect; nearly all actives have a fitted effect of over 80% in size
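ATP (10 uM final) was added to archaeal chaperonin (25 nM final) after 10 min exposure to test compound at 37°C; after 30 min further incubation, ADP was detected by competitive TR-FRET.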
TGFb inhibitor: blocks TGF-b signaling; AID 588855; HepG2 CAGA-GFP TGF-b/SMAD3 reporter, GFP fluorescence, 18 h; TGF-beta stimulated, 500 pg/mL final; hit rate 1.2% among 410,000; Potency, µM (highest dose often 46.1 µM), for inactives: at the highest dose activity, negative = inhibition, usual class: inhibitors; note: potency is the fitted concentration of half-maximal effect; % is set by controls: 0 for no effect and ±100 for the full control effect; nearly all actives have a fitted effect of over 65% in size
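Smad-responsive CAGA-GFP expression was quantified in HEPG2 cells exposed to compounds and 500 pg/mL final TGF-beta for 18 h at 37 degrees C; unstimulated wells defined full inhibition.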
HepG2 tox: kills HepG2 cells in TGF-b inhibitor counter-screen. HepG2 CAGA-GFP viability, ATP luminescence, 18 h. Potency, µM (doses to about 46.1 µM), without a hit: top-dose activity change, negative = cytotoxicity, hits mostly cytotoxic. hit rate 0.76% among 410,000. AID 588856; note: potency is the fitted concentration of half-maximal effect; some results filed as inactive show a strong effect at the top dose
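HepG2 CAGA-GFP cells (1000/well, DMEM with 1% FBS) received compound, then TGF-beta at 500 pg/mL final, and were incubated 18 hours at 37 degrees C. Viability was read by CellTiter-Glo luminescence. Media-only wells were set as complete cell-killing and DMSO as no toxicity.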
Nrf2 ARE act: activates Nrf2 signaling | Potency, µM (doses to about 46.1 µM), inactives show top-dose activation, actives largely listed as activators | AID 624171 | hit rate 0.31% among 410,000 | AREc32 ARE-luciferase reporter (MCF7-derived line), luminescence, 24 h; note: potency is the fitted concentration of half-maximal effect; % of control where 0% means no effect; nearly all actives have a fitted effect of over 65% in size
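Luciferase luminescence (Steady-Glo, 30 min at room temperature) served as the read-out of ARE activation in AREc32 cells treated with compounds for 24 hr at 37 deg C.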
A549 viability: A549 cytotoxicity, counter-screen for Nrf2 inhibitors. A549 ARE-Fluc cells, CellTiter-Fluor viability, 18-24 h. Potency, µM (series often up to 46 µM), inactives show top-dose activity change, negative = cytotoxicity, hits mostly inhibitors. hit rate 0.16% among 390,000; note: potency is the fitted concentration of half-maximal effect; % is set by controls: 0 for no effect and ±100 for the full control effect
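A549 ARE_Fluc cells in 5% FBS OPTI-MEM were exposed to compounds in concentration-response for 18-24 h at 37 deg C. Viability was read by CellTiter-Fluor fluorescence (Ex 405/Em 525) after 30 min, before the luciferase read.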
Nrf2 inh: blocks Nrf2 signaling | A549 ARE-Fluc reporter, luciferase luminescence, 18-24 h | AID 504444 | hit rate 2.1% among 360,000 | Potency, µM (series often up to 46 µM), inactives show at the top dose activity change, negative = inhibition, most hits filed as inhibitors; note: potency is the fitted concentration of half-maximal effect; % is set by controls: 0 for no effect and ±100 for the full control effect; nearly all actives have a fitted effect of over 60% in size
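Cells were seeded and rested 2 h, then exposed to compounds for 18-24 h. CellTiter-Fluor was read first as a viability measure. BugLite was added 15 min before the final luminescent read of ARE-luciferase activity in A549 cells.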
CCT modulator: cytosolic chaperonin activity modulation | purified chaperonin ATPase assay, HTRF ADP detection, 30 min | activity change, % (concentration not given with the values), hits read low | hit rate 0.3% among 360,000 | AID 651819; in the data active = activity change below about -30%; note: % is set by controls: 0 for no effect and ±100 for the full control effect
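TRiC (40 or 20 nM final, by batch activity) in 30 mM Tris pH 7.4, 100 mM KCl, 5 mM MgCl2, 1 mM DTT was treated with compound at 76 uM single dose, then 10 uM ATP, 30 min at 37 °C. ADP was read by HTRF Transcreener.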
* hit, by the source's call. Unless noted, calls come from the whole dose curve; as a rule, active = well fitted curve in the direction sought with a large enough effect; inconclusive = small, poorly fitted or top-dose-only effect, or another doubt; inactive = no such curve, though single readings can be large; an effect the other way counts as inactive or inconclusive. Rows are unselected, and some 4.4% of all compounds hit somewhere here.

For Cc1ccc2nc(Cl)c3cc(C(=O)N(CCN(C)C)Cc4ccco4)sc3c2c1 the results were ATXN viability inconclusive, pAkt inh inactive, MmCpn inh -4%, TGFb inhibitor inconclusive, HepG2 tox -42%, Nrf2 ARE act 8.4%, A549 viability 1%, Nrf2 inh 4% and CCT modulator -4.1.
For Cc1ccc(C(=O)N/C(=C\c2ccc(-c3ccc([N+](=O)[O-])cc3)o2)C(=O)NC2CCS(=O)(=O)C2)cc1 (stereo not drawn) the results were ATXN viability inactive, pAkt inh inactive, MmCpn inh -3%, TGFb inhibitor -13%, HepG2 tox -15%, Nrf2 ARE act -0.5%, A549 viability -16%, Nrf2 inh inconclusive and CCT modulator -0.3.
Screening CC(=O)Nc1nnc(SCC(=O)N2CCN(Cc3ccccc3)CC2)s1 returned ATXN viability inactive, pAkt inh inactive, MmCpn inh 0%, TGFb inhibitor -4%, HepG2 tox -2%, Nrf2 ARE act -0.6%, A549 viability -1%, Nrf2 inh -7% and CCT modulator 1.6.
`O=C(O)c1ccc2c3c(cccc13)C(=O)N(c1cccc3ccccc13)C2=O` gave ATXN viability inactive, pAkt inh inactive, MmCpn inh -1%, TGFb inhibitor -21%, HepG2 tox -7%, Nrf2 ARE act 2.7%, A549 viability 3%, Nrf2 inh 10% and CCT modulator -5.0.
Screening CCCCNC(=O)CCSc1nc2nc(C)cc(C)n2n1 returned ATXN viability inactive, pAkt inh inactive, MmCpn inh 0%, TGFb inhibitor -16%, HepG2 tox -3%, Nrf2 ARE act 0.1%, A549 viability 7%, Nrf2 inh 7% and CCT modulator -1.8.
CS(=O)(=O)N(CC(=O)N1CCCC1)c1cccc(Cl)c1Cl was read as ATXN viability inactive, pAkt inh inactive, MmCpn inh 0%, TGFb inhibitor inconclusive, HepG2 tox 8%, Nrf2 ARE act -0.5%, A549 viability -1%, Nrf2 inh 11% and CCT modulator -2.0.
`CN(Cc1nc2ccccc2[nH]1)C(=O)C1CCC(=O)N(CCc2cccc(F)c2)C1` (stereo not drawn) gave ATXN viability inactive, pAkt inh inactive, MmCpn inh -1%, TGFb inhibitor -7%, HepG2 tox -6%, Nrf2 ARE act -0.8%, A549 viability 0%, Nrf2 inh -3% and CCT modulator -0.1.
For CCOc1cc(CNc2ccc(Br)cc2)cc(Br)c1OCC(=O)NC(C)(C)C the results were ATXN viability inactive, MmCpn inh 0%, TGFb inhibitor inconclusive, HepG2 tox -5%, Nrf2 ARE act 2.4%, A549 viability -25%, Nrf2 inh inconclusive and CCT modulator 0.5.
`CC(C)NC(=O)Cn1ccc2cc(S(=O)(=O)N3CCCCCC3)ccc21` gave ATXN viability inactive, TGFb inhibitor -22%, HepG2 tox -9%, Nrf2 ARE act -0.3%, A549 viability 7% and Nrf2 inh -1%.
`COc1ccc(-n2nc(C(=O)NCC(=O)N3CCN(Cc4ccccc4)CC3)c3ccccc3c2=O)c(OC)c1` gave ATXN viability inactive, pAkt inh inactive, MmCpn inh 1%, TGFb inhibitor 2%, HepG2 tox -6%, Nrf2 ARE act -0.6%, A549 viability -6%, Nrf2 inh 12% and CCT modulator -0.7.
Screening O=C(/C=C/c1ccco1)c1ccccc1O returned ATXN viability inconclusive, pAkt inh inactive, MmCpn inh -17%, TGFb inhibitor -5%, HepG2 tox -10%, Nrf2 ARE act inconclusive, A549 viability -2%, Nrf2 inh -7% and CCT modulator -2.6.
Screening COCCNC(=O)c1ccc(N2CC3CC(C2)c2cccc(=O)n2C3)c(NC(=O)c2ccccc2Br)c1 (stereo not drawn) returned ATXN viability inactive, pAkt inh inactive, TGFb inhibitor -10%, HepG2 tox 0%, Nrf2 ARE act -1.0% and CCT modulator 0.4.
O=C(Cn1c(=O)n(-c2ccc(F)cc2)c(=O)c2sccc21)N1CCCC1 was read as ATXN viability inactive, pAkt inh inactive, MmCpn inh -3%, TGFb inhibitor 12%, HepG2 tox -6%, Nrf2 ARE act -0.6%, A549 viability 2%, Nrf2 inh 15% and CCT modulator -25.
`CCn1c(-c2ccccc2Cl)nn(CC(=O)Nc2ccc(OC)cc2)c1=S` gave ATXN viability inactive, pAkt inh -106%*, MmCpn inh -3%, TGFb inhibitor 9%, HepG2 tox 11%, Nrf2 ARE act 0.3%, A549 viability -13%, Nrf2 inh inconclusive and CCT modulator 1.5.
Screening CC1=CC(C)(C)N(C(=O)CSc2nccn2C)c2cc(C)ccc21 returned ATXN viability inactive, pAkt inh inactive, MmCpn inh 0%, TGFb inhibitor -25%, HepG2 tox -21%, Nrf2 ARE act 0.4%, A549 viability -1%, Nrf2 inh 1% and CCT modulator -1.6.
Screening Clc1ccc(CN2CCN(c3ncccn3)CC2)c(Cl)c1 returned ATXN viability inactive, pAkt inh inactive, MmCpn inh -1%, TGFb inhibitor inconclusive, HepG2 tox -36%, Nrf2 ARE act 3.1%, A549 viability 10%, Nrf2 inh -17% and CCT modulator 1.4.
For N/C(Cc1ccc([N+](=O)[O-])cc1)=N\OC(=O)C1CCCCC1 the results were ATXN viability inactive, pAkt inh inactive, MmCpn inh -1%, TGFb inhibitor 1%, HepG2 tox 1%, Nrf2 ARE act 3.0%, A549 viability 0%, Nrf2 inh 12% and CCT modulator -0.5.
For CC(C)N(CCC(=O)c1ccc2ccccc2c1)Cc1ccccc1 the results were ATXN viability inconclusive, MmCpn inh 0%, TGFb inhibitor 11µM*, HepG2 tox -64%, Nrf2 ARE act inconclusive, A549 viability inconclusive, Nrf2 inh inconclusive and CCT modulator -1.5.
CC(NC(=O)CSc1nnc(-c2cc3cc(Cl)ccc3o2)n1C)c1ccccc1 (stereo not drawn) was read as ATXN viability inactive, pAkt inh inactive, MmCpn inh 1%, TGFb inhibitor -1%, HepG2 tox -19%, Nrf2 ARE act -0.7%, A549 viability -13%, Nrf2 inh inconclusive and CCT modulator -1.4.
Cc1nc(N)ncc1Sc1ccccc1 was read as ATXN viability inconclusive, pAkt inh inactive, MmCpn inh 1%, TGFb inhibitor -1%, HepG2 tox 16%, Nrf2 ARE act -0.1%, A549 viability -1%, Nrf2 inh 8% and CCT modulator -4.5.
For CCn1c(SCC(=O)c2ccc3c(c2)OCCO3)nnc1-c1ccco1 the results were ATXN viability inactive, pAkt inh inactive, MmCpn inh -6%, TGFb inhibitor -3%, HepG2 tox -16%, Nrf2 ARE act -0.1%, A549 viability -9%, Nrf2 inh -1% and CCT modulator 0.8.
Screening COc1ccc2oc(C(=O)OC/C(O)=C(\C#N)c3nc4ccccc4[nH]3)c(C)c2c1 returned ATXN viability inactive, pAkt inh inactive, MmCpn inh 1%, TGFb inhibitor 17%, HepG2 tox 3%, Nrf2 ARE act 0.0%, A549 viability -9%, Nrf2 inh -26% and CCT modulator 1.4.
`COC(Cc1n[nH]c(=S)n1-c1ccccc1)OC` gave ATXN viability inactive, pAkt inh inactive, MmCpn inh 2%, TGFb inhibitor -5%, HepG2 tox 12%, Nrf2 ARE act -0.1%, A549 viability 10%, Nrf2 inh 16% and CCT modulator -0.9.
CCC(C)(C)C1CCC2(CC1)NC(=O)N(CC(=O)NCCc1c[nH]c3ccccc13)C2=O (stereo not drawn) was read as ATXN viability inactive, pAkt inh inactive, MmCpn inh -1%, TGFb inhibitor -4%, HepG2 tox -2%, Nrf2 ARE act 0.3%, A549 viability -20%, Nrf2 inh inconclusive and CCT modulator 0.9.
For Cc1nn(-c2ccccc2)c(Cl)c1C(=O)OC(C)C(=O)NC(=O)NC1CCCCC1 (stereo not drawn) the results were ATXN viability inactive, pAkt inh inactive, MmCpn inh 2%, TGFb inhibitor -25%, HepG2 tox -19%, Nrf2 ARE act 1.6%, A549 viability -12%, Nrf2 inh inconclusive and CCT modulator -1.3.
For COc1ccc(C(C(=O)NCc2ccccc2)N(C(=O)c2snc(C(N)=O)c2N)C2CCCC2)cc1O (stereo not drawn) the results were ATXN viability inactive, pAkt inh inactive, MmCpn inh 0%, TGFb inhibitor 0%, HepG2 tox 11%, Nrf2 ARE act 0.0%, A549 viability -3%, Nrf2 inh 6% and CCT modulator 1.2.
Screening CC(C)=NNc1nc2sc3c(c2c(=O)[nH]1)CC(C)(C)OC3 returned ATXN viability inactive, pAkt inh inactive, MmCpn inh -3%, TGFb inhibitor inconclusive, HepG2 tox -25%, Nrf2 ARE act 5.7%, A549 viability -4%, Nrf2 inh 13% and CCT modulator -1.5.
C/C(CC(=O)c1ccccc1)=N\NC(=O)CC#N was read as ATXN viability inactive, pAkt inh inactive, MmCpn inh 4%, TGFb inhibitor -2%, HepG2 tox -17%, Nrf2 ARE act 0.0%, A549 viability 7%, Nrf2 inh 0% and CCT modulator -0.8.
`CN(C)C(CNC(=O)c1ccc(Br)cc1)c1ccco1` (stereo not drawn) gave ATXN viability inactive, pAkt inh inactive, MmCpn inh 2%, TGFb inhibitor 3%, HepG2 tox 1%, Nrf2 ARE act -0.4%, A549 viability 2%, Nrf2 inh -9% and CCT modulator -0.4.
Screening CCN(CC)P(=O)(/C(Cl)=C\Nc1c(C)n(C)n(-c2ccccc2)c1=O)N(CC)CC returned ATXN viability inactive, pAkt inh inactive, MmCpn inh 1%, TGFb inhibitor -17%, HepG2 tox -5%, Nrf2 ARE act 0.1%, A549 viability 13%, Nrf2 inh inconclusive and CCT modulator 1.9.

Screening results (PubChem BioAssay)
